OXTR potentiate = potentiates the human oxytocin receptor response; actives 0.061% (n = 320,000); activation, % at 3 µM; P30559; CHO-OTR cells, Fluo-8 calcium fluorescence, potentiator mode; 0% = oxytocin EC15, 100% = EC100;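 active = activation above that plate's cutoff, the mean activation of tested compounds plus 3 SD, cut at about 6.6% in these data, passing the limit was not always enough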;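 note: 100% uses oxytocin at 75 nM as the full agonist control; some results filed as inactive read as strong as hits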
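Assay system: CHO-OTR cells, human receptor / Also added: oxytocin at about EC15, sub-maximal agonist stimulus / Dosing: single dose, 3.0 µM nominal final compound concentration / Incubation: 6 min pre-incubation, 100 s read / Technique: Fluo-8 calcium dye fluorescence / Read-out: % activation vs EC15 and EC100 oxytocin / Benchmarks: EC15 oxytocin low, 75 nM oxytocin high / Replicates: singlicate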
M1 PAM parental = M1 PAM counterscreen hit in parental CHO-K1 cells; ATP EC20, Fluo-8 calcium fluorescence; 0% at ATP EC20, 100% at ATP max; activation, % at 3 µM; actives 0.02% (n = 360,000); AID 602247;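 active = activation above the run cutoff, the mean activation of all test compounds plus 3 SD, cut at about 40% in these data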;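 note: peak over basal fluorescence ratio in a 140 s read after ATP addition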
TAAR1 antag = human TAAR1 antagonism; Q96RJ0; CHO RD-HGA16 TAAR1, Fluo-8 calcium fluorescence, antagonist; inhibition, % at 3 µM; actives 1.5% (n = 360,000); AID 624466;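 active = inhibition above a per-plate cutoff, the mean inhibition of test compounds on that plate plus 3 SD, cut at about 49% in these data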;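 note: 0% = DMSO plus EC80 beta-PEA response and 100% = DMSO alone without agonist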
Target sequence (Q96RJ0 whole entry, looked up): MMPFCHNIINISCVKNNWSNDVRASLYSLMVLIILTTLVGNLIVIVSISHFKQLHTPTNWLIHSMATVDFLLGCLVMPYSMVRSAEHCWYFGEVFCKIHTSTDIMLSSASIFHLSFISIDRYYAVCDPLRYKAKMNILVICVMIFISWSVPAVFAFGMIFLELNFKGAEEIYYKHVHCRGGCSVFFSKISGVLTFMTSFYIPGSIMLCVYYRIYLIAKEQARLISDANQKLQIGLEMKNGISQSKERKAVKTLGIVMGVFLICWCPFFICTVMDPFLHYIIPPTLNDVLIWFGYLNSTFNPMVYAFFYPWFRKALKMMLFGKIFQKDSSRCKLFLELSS
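Material: CHO RD-HGA16 cells bearing hTAAR1; compound dosing: one-point dosing, 3 µM nominal final; schedule: dye loading 75 min at 37 °C, then 30 min room temperature; measured by: calcium fluorescence with Fluo-8; control set: vehicle and agonist controls; replication: n of 1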
GPR7 antag = human neuropeptides B/W receptor 1 antagonism; actives 1.1% (n = 290,000); GPR7-expressing cells, fluorescence antagonist assay; P48145; inhibition, % at 4.4 µM; in the data active = inhibition above about 16%, passing the limit was not always enough;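 note: cells stimulated with the agonist NPW; 0% = agonist with vehicle and 100% = vehicle without agonist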
Target sequence (P48145 whole entry, looked up): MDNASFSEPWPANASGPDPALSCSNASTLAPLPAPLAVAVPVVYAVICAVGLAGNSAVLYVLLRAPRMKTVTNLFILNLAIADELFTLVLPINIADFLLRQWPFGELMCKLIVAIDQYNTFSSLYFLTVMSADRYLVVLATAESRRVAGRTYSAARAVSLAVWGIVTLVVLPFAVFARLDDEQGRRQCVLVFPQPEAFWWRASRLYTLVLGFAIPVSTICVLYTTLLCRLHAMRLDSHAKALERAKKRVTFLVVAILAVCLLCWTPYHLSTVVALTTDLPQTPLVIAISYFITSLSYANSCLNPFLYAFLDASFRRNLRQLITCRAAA
CHO-K1 Ca ag = counter-screen for M1 agonists: effect in parental CHO-K1 cells; Fluo-8 calcium fluorescence; scaled to maximal ATP response, vehicle zero; activation, % at 3 µM; actives 0.48% (n = 360,000); in the data active = activation above about 15%;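 note: untransfected CHO-K1 host cells lacking M1 receptor as counterscreen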
OXTR ag = human OXTR agonism | activation, % at 3 µM | AID 2435 | actives 0.32% (n = 320,000) | CHO-OTR cells, Fluo-8 calcium fluorescence; normalized: DMSO 0%, oxytocin 100%;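 active = activation above the mean of all tested compounds plus 3 SD, cutoff set per screening run, cut at about 20% in these data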;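 note: peak over basal fluorescence ratio from a 100 s FLIPR kinetic read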
CHO-K1 Ca antag = M1 antagonist counterscreen hit in parental CHO-K1 cells; inhibition, % at 3 µM; actives 0.6% (n = 360,000); ATP-induced calcium, Fluo-8 fluorescence;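 active = inhibition above a per-plate cutoff, the plate's mean sample inhibition plus 3 SD, cut at about 24% in these data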;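 note: 0% = DMSO plus EC80 ATP and 100% = DMSO alone without ATP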
CHO parental Ca = counter-screen for OX1R antagonists: effect in parental CHO cells | parental CHO-K1, ATP-induced calcium, Fluo-8 fluorescence | AID 463079 | inhibition, % at 5.6 µM | actives 0.63% (n = 330,000);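 active = inhibition above that plate's mean sample inhibition plus 3 SD, cut at about 26% in these data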;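 note: 0% = ATP-challenged DMSO wells and 100% = DMSO wells without ATP; some compounds past the cut are filed as inactive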
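test system = CHO parental line | reagent = ATP stimulus | measured by = intracellular calcium via Fluo-8 no-wash fluorescent dye | control set = ATP and no-ATP DMSO wells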
V1R ag counter = activates human V1a receptor in oxytocin agonist counter-screen | CHO-V1R cells, Fluo-8 calcium fluorescence, agonist mode; 0% DMSO, 100% 3 nM vasopressin | activation, % at 3 µM | actives 0.25% (n = 320,000) | AID 2797;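 active = activation above the mean activation of all tested compounds plus 3 SD, per screening run, cut at about 20% in these data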;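 note: signal is peak over basal fluorescence ratio across a 100 second FLIPR read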
Target sequence (P37288 whole entry, looked up): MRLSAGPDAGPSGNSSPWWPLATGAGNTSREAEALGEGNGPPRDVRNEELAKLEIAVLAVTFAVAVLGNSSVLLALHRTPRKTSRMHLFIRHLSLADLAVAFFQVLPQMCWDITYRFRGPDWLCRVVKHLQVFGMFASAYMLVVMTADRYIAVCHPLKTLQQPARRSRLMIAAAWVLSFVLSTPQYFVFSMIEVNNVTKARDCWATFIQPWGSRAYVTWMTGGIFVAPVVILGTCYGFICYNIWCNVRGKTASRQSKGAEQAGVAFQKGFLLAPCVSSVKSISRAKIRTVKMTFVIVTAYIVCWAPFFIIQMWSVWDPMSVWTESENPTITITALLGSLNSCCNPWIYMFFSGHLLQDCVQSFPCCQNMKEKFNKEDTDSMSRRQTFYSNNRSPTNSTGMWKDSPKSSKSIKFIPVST
The depositor's hits bear a star; . = no result given.

SMILES | OXTR potentiate | M1 PAM parental | TAAR1 antag | GPR7 antag | CHO-K1 Ca ag | OXTR ag | CHO-K1 Ca antag | CHO parental Ca | V1R ag counter
O=C(NNc1ccccc1C(F)(F)F)c1sccc1Br | -4 | -17 | -13 | -2 | 8.5 | 0.3 | 22 | -28 | 0.5
CCOC(=O)N1CCC(NC(=O)c2cc3c(-c4ccccc4F)nn(C)c3s2)CC1 | -1 | 10 | 38 | 4 | 1.0 | -2.0 | -4 | -14 | -0.3
N#Cc1nc(Cc2cccc3ccccc23)oc1NCC1CCCO1 (stereo not drawn) | -7 | 8 | 14 | -11 | 2.8 | 0.4 | -16 | -15 | 1.3
Cc1cccc(OCCCCCN2CCOCC2)c1 | . | 19 | -21 | -15 | -0.3 | . | -9 | . | .
CCc1noc(C)c1C(=O)N1CC(C)SC1=Nc1ccc(Cl)cc1 (stereo not drawn) | -6 | 10 | -14 | . | -0.6 | -1.4 | -8 | -40 | -0.8
CC(C)(C)OC(=O)NCCCC[C@H](NC(=O)c1nc[nH]c1C(=O)NCc1ccccc1)C(=O)OC(C)(C)C | -13 | 9 | 28 | -20 | -0.1 | -0.6 | -21 | -19 | 1.1
Cc1ccc(S(=O)(=O)NCCNC(=O)N2CCOCC2)cc1 | -3 | 11 | 3 | -8 | 0.0 | -0.4 | -1 | 2 | 0.8
COC(=O)c1cn(NC(=O)Cc2ccccc2OC)c(=O)c2ccccc12 | -1 | 0 | 6 | -2 | 0.3 | -1.4 | -2 | 0 | -1.1
CN(C(=O)COc1ccccc1C(=O)NCCOc1ccccc1)c1ccccc1 | -12 | 1 | 75* | 9 | 11 | 2.1 | 25* | 92* | 6.4
O=C(C#Cc1ccccc1)c1ccco1 | -3 | 8 | 18 | 56* | 2.4 | 1.5 | 14 | 16 | -0.5
Cc1ccc(Cl)cc1N1CCN(C(=O)C2CCN(S(=O)(=O)c3c(C)nn(C)c3C)CC2)CC1 | -12 | -2 | 77* | 9 | 12 | 21* | 16 | 35* | 16
Cc1ccc(NC(=O)CCC(=O)NNC(=O)Nc2cccc(Cl)c2)c(C)c1 | -1 | 18 | -17 | -12 | 0.0 | 0.2 | -2 | -13 | 0.0
Cc1cc(C)n2nc(C(=O)N3CCCC(Nc4ccc(C(C)C)cc4)C3)cc2n1 (stereo not drawn) | -4 | 0 | -25 | 5 | 0.4 | -0.1 | -9 | -14 | -0.6
COCc1c(C(=O)N2CCN(c3ccc(C(F)(F)F)cn3)CC2)oc2ccccc12 | -9 | 9 | 13 | 4 | 1.5 | -1.8 | -9 | -19 | -0.5
CC(C)(C)NC(=O)CSc1ncnc2c1nnn2Cc1ccccc1Cl | -22 | 16 | 11 | 10 | 2.7 | 1.7 | -7 | 4 | 3.2
Cc1cccc(C)c1NC(=S)N1CCOCC1 | -11 | -22 | -24 | -4 | -0.6 | -1.3 | 12 | -1 | 0.6
CC(C)(C)NC(=O)C(c1ccc(F)cc1)N(Cc1ccco1)C(=O)CCC(=O)Nc1nccs1 (stereo not drawn) | 4 | -15 | -8 | -3 | 0.0 | 0.3 | -6 | -23 | 0.4
COc1ccc(CCNC(=O)C2CCN(C(=O)c3ccc(Br)cc3)CC2)cc1OC | -6 | 11 | -3 | -14 | 0.2 | -1.4 | -6 | -16 | -0.6
CCN(CC)S(=O)(=O)c1ccc(NN)nc1 | -2 | -10 | 7 | -4 | 0.0 | -0.6 | 7 | -23 | -0.6
Cc1ccc(NC(=O)Cc2ccccc2Cl)cc1S(=O)(=O)N(C)C | -9 | 22 | 9 | -6 | 0.6 | 1.9 | -2 | -11 | 2.9
O=S(=O)(c1ccc(SCCOc2ccc(F)cc2)nc1)N1CCCC1 | -6 | 11 | 19 | . | -0.5 | -1.0 | -11 | 5 | 1.7
COc1ccc(C(=O)OCC(=O)Nc2cc(C)on2)cc1S(=O)(=O)N1CCOCC1 | -6 | 4 | 4 | -3 | 0.1 | -1.2 | -3 | 1 | 0.6
CN(CC(=O)NCc1ccccn1)S(=O)(=O)c1ccccc1 | -10 | 4 | -12 | -10 | -0.2 | -0.2 | -7 | 2 | -0.2
COc1ccc(-c2cnc(N)nc2-c2ccc(OCc3ccccc3)cc2O)cc1 | -9 | 6 | 15 | -36 | 0.4 | -0.1 | -13 | -17 | 0.1

At a glance, 3 of the compounds above.
SMILES | OXTR potentiate | M1 PAM parental | TAAR1 antag | GPR7 antag | CHO-K1 Ca ag | OXTR ag | CHO-K1 Ca antag | CHO parental Ca | V1R ag counter
COc1ccc(C(=O)OCC(=O)Nc2cc(C)on2)cc1S(=O)(=O)N1CCOCC1 | -6 | 4 | 4 | -3 | 0.1 | -1.2 | -3 | 1 | 0.6
CN(CC(=O)NCc1ccccn1)S(=O)(=O)c1ccccc1 | -10 | 4 | -12 | -10 | -0.2 | -0.2 | -7 | 2 | -0.2
COc1ccc(-c2cnc(N)nc2-c2ccc(OCc3ccccc3)cc2O)cc1 | -9 | 6 | 15 | -36 | 0.4 | -0.1 | -13 | -17 | 0.1

Next section:
SMILES | OXTR potentiate | M1 PAM parental | TAAR1 antag | GPR7 antag | CHO-K1 Ca ag | OXTR ag | CHO-K1 Ca antag | CHO parental Ca | V1R ag counter
CC1(C)CC(=O)C(Sc2nnc(-c3ccc(NS(C)(=O)=O)cc3)n2Cc2ccco2)C(=O)C1 | 0 | -1 | -5 | 4 | 0.4 | 0.9 | -21 | 9 | 1.4
c1ccc2[nH]c(CN3CCOCC3)nc2c1 | -6 | 17 | -3 | 3 | 0.5 | 0.9 | -20 | -1 | -0.1
O=CN1CCN(C(=S)Nc2ccc(OC(F)F)cc2)CC1 | -2 | 10 | 7 | -5 | 2.6 | 1.5 | -9 | -5 | 1.1
CCOC(=O)c1nnn(-c2nonc2N)c1CSc1nnc(N)s1 | 2 | 24 | 11 | -15 | 0.8 | 0.0 | -7 | 3 | 0.8
COc1ccc(OCCOC(=O)c2[nH]c(C)c(C(C)=O)c2C)cc1 | -17 | 3 | 8 | 4 | 9.5 | 9.9 | 2 | 45* | 9.1
CCOC(=O)N1CCN(C(=O)c2ccc3oc(CCCc4ccccc4)nc3c2)CC1 | -9 | 14 | -25 | 14 | 3.2 | -0.5 | -8 | -19 | 6.3
O=C(CN(C1CCCCC1)S(=O)(=O)c1ccc(F)cc1)NCCCO | 2 | 14 | 5 | 5 | 0.5 | 0.1 | -23 | -12 | 0.0
CCOC(=O)c1c(C)[nH]c(C)c1S(=O)(=O)NCc1ccccc1C | -1 | -7 | -14 | -9 | 0.4 | -0.5 | 4 | 2 | -0.7
O=C(COc1ccc(-n2cnnn2)cc1)Nc1cc(Cl)cc(Cl)c1 | . | -9 | 5 | . | 0.1 | . | -4 | . | .
CCN1CCn2c1nc(N1CCCCC1)nc2=O | -6 | 4 | 6 | -15 | -0.1 | -0.7 | -18 | -2 | -0.6
NS(=O)(=O)c1ccc(Nc2ccc3nonc3c2[N+](=O)[O-])cc1 | 0 | 12 | -9 | -14 | 0.5 | 0.1 | -4 | -6 | 0.4
COc1ccc(Cl)cc1S(=O)(=O)Nc1noc2ccccc12 | -10 | -11 | 11 | 2 | -0.8 | 1.0 | 13 | -5 | 0.1
O=C(Nc1ccc(F)c(Cl)c1)c1csc([C@@H]2C[C@H](O)[C@@H](CO)O2)n1 | . | -8 | -23 | . | 0.2 | . | 5 | . | .
Cc1cc(NC(=O)CCC(=O)N(c2ccc(F)cc2)C(C(=O)NC2CCCC2)c2cccnc2)no1 (stereo not drawn) | -3 | 10 | -7 | -3 | 0.5 | 1.0 | -11 | -19 | -0.4
Fc1ccc(CNCc2ccc3c(c2)OCO3)cc1 | -8 | -9 | -7 | -9 | 0.0 | 1.2 | 10 | -5 | -0.4
Cc1ccc(S(=O)(=O)NC(=O)Nc2ccc(C)cn2)cc1 | -4 | 9 | -9 | 18 | 0.6 | 0.1 | -19 | 2 | -0.4
O=C(Nc1ccc(F)cc1)Nc1ccc(Oc2ncnc3cc(Cl)ccc23)nc1 | 0 | 20 | 29 | -13 | 1.4 | 0.7 | -14 | -13 | 0.2
O=C(O)CCCN1C(=O)/C(=C/c2ccc(-c3nc4ccccc4s3)o2)SC1=S | -8 | 17 | 82* | 20 | 9.1 | 2.4 | 11 | -5 | 0.2
CCN=C(N/N=C/c1ccc([N+](=O)[O-])cc1)SC | -8 | 8 | -2 | 18 | -0.3 | 0.4 | -5 | 5 | -0.1
CCOC(=O)C1=C(O)C(=O)NC(c2ccccc2)=C(OCC)C1 | -1 | 17 | -8 | -5 | -0.2 | 0.0 | -2 | -8 | -0.4
COc1ccc(N2C(=O)CC(Sc3n[nH]c(-c4ccc(C)cc4)n3)C2=O)cc1 (stereo not drawn) | -4 | 3 | -5 | 0 | 12 | -2.4 | 24* | -15 | -1.3
COc1ccc(NC(=S)Nc2ccc(S(=O)(=O)N3CCOCC3)cc2)c(OC)c1 | -5 | 23 | -5 | -6 | 4.7 | 0.8 | -16 | -3 | -0.2
COc1ccc(Cl)cc1NC(=O)CSc1nnc(C2CC2)n1C | -7 | -13 | -14 | -7 | 1.1 | 0.4 | -7 | -8 | 1.5
CC(=O)c1ccc(S(=O)(=O)N2CCN(C(=O)CCC3CCCC3)CC2)cc1 | . | 11 | -6 | . | 0.7 | . | 4 | . | .
COc1cccc(NC(=O)CSc2nnc(-c3cc(C)n(-c4ccccc4)c3C)o2)c1 | -6 | 6 | 5 | -6 | 0.1 | -0.9 | -11 | -9 | 0.3
O=C(Nc1ccccc1Br)c1ccc(OC(=S)N2CCOCC2)cc1 | 2 | -10 | 3 | -12 | 0.2 | 0.9 | 6 | -8 | 0.6
CC(=O)c1ccc(OCCCC(=O)NC2CCC(C)CC2)cc1 (stereo not drawn) | -5 | 14 | -22 | 4 | 5.4 | 0.3 | -22 | -12 | 1.2
COc1cccc(CNC(=O)COC(=O)c2ccc(N3CCCC3=O)cc2)c1 | . | 2 | -36 | . | 0.5 | . | -7 | . | .
Cc1nc(=O)c(-c2ccccc2)c(C)n1-c1ccc(C(=O)O)cc1 | -2 | 19 | -4 | 0 | 0.6 | 1.3 | -3 | -9 | -0.5
COc1cccc(C(=O)Nc2cc(=O)n(C)c(=O)n2C)c1OC | -1 | 11 | 8 | -13 | 0.8 | 0.6 | 0 | -1 | 0.6
CN(CC(=O)Nc1ccc(C#N)cc1)Cc1ccc(Cl)c(Cl)c1 | -19 | -5 | 24 | -4 | 0.2 | 0.8 | 23 | -9 | 2.3
Cc1cnnn1-c1cccc([N+](=O)[O-])c1 | -2 | 16 | -2 | -12 | 0.5 | 0.2 | -11 | 8 | 1.1
Cc1nn(C)cc1CNC(=O)c1cnn2c1NC(c1ccc(Br)cc1)CC2C(F)(F)F (stereo not drawn) | -13 | 13 | 17 | 3 | 7.2 | 16 | -27 | -3 | 19
CCOc1ccccc1C(=O)OCC(=O)NCC1CCCO1 (stereo not drawn) | 7 | -5 | -9 | . | 0.0 | 1.6 | -4 | -1 | 2.6

Screening results as filed in PubChem.
